TEAD-YAP block = TEAD-YAP interaction inhibition. AID 1259422. hit rate 1.4% among 640,000. inhibition, % at 9.12 µM. HEK-TIYL cells, TEAD-Gal4/YAP UAS-luciferase luminescence; in the data active means inhibition above about 32%;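 further: 0% = median of test compound wells and 100% = reference inhibitor wells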
MITF inh = blocks human microphthalmia-associated transcription factor | AID 1259374 | inhibition, % at 2.6 µM | hit rate 0.91% among 650,000 | O75030 | AlphaScreen MITF homodimerization, bead proximity signal; in the data active means inhibition above about 50%;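 further: 0% = vehicle wells with protein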
Target sequence (O75030 whole entry, looked up): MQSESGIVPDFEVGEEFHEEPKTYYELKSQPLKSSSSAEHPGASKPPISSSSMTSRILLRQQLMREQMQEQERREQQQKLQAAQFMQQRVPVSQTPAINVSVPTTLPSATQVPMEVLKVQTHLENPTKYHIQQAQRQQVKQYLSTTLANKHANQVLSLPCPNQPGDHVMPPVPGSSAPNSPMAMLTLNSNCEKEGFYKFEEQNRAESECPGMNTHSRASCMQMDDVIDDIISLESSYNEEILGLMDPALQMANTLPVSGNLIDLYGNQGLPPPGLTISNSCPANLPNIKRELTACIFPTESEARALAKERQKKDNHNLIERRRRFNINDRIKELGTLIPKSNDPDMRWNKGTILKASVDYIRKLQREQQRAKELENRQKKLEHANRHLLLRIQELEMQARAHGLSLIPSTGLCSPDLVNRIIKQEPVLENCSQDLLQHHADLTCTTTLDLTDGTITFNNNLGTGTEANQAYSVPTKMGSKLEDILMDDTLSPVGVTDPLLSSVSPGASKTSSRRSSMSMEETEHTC
FBW7 act = human FBW7 E3 ligase activation, primary screen. hit rate 0.13% among 650,000. AlphaScreen FBW7–phospho-cyclin E peptide binding, activator screen. Q969H0. normalized activity (activation), % at 26.1 µM; in the data active means normalized activity above about 1.9%;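 further: purified mutant Fbw7 with reduced substrate affinity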
GPR151 activ = activators of human GPR151; PathHunter beta-arrestin GPR151 cells, luminescence; activation, % at 11.2 µM; hit rate 1% among 650,000; AID 1508602; in the data active means activation above about 4.9%;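 further: 0% = median of compound wells and 100% = cells with positive control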
Target sequence (Q8TDV0 whole entry, looked up): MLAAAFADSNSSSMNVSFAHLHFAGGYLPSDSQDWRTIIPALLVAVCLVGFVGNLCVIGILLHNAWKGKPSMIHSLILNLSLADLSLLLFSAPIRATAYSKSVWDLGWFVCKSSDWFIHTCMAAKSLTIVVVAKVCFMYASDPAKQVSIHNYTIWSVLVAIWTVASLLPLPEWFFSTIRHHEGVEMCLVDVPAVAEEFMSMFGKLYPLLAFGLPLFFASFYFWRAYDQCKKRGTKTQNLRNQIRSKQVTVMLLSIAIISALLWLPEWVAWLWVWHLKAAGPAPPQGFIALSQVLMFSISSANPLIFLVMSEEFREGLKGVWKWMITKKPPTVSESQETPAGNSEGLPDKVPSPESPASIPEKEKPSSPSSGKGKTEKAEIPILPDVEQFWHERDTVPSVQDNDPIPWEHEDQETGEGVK
The depositor's hits bear a star; & = joins results of further samples. Compounds as they come. Share with any hit: about 3.4%.

What do the screens show for `CC(=O)c1cccc(NC(=O)CSc2n[nH]c(=O)n2C2CC2)c1`?
TEAD-YAP block: -1; MITF inh: 10; FBW7 act: 0.0; GPR151 activ: 3.6

How did Cc1ccc(CNC(=O)CSc2ccsc2[N+](=O)[O-])cc1 do in these assays?
TEAD-YAP block: -67; MITF inh: -2; FBW7 act: -0.1; GPR151 activ: -0.3

What do the screens show for `O=S(=O)(NC(=S)c1ccccc1)c1ccc(F)cc1`?
TEAD-YAP block: 3; MITF inh: 11; FBW7 act: -0.1; GPR151 activ: 0.0

Results for CCOc1ccc(NC(=O)c2ccc3c(c2O)C(=O)c2ccccc2C3=O)cc1 ?
TEAD-YAP block: 1; MITF inh: 5; FBW7 act: 0.3; GPR151 activ: -2.0

How did O=C(Nc1ncc(S(=O)(=O)c2ccc([N+](=O)[O-])cc2)s1)c1cccc2ccccc12 do in these assays?
TEAD-YAP block: 13; MITF inh: 2; FBW7 act: 0.1; GPR151 activ: -1.0

What do the screens show for `COC(=O)C1=C(C)NC(=S)NC1c1cn(-c2ccccc2)nc1-c1ccc(OC)cc1` (centres undefined)?
TEAD-YAP block: -6; MITF inh: -1; FBW7 act: -0.1; GPR151 activ: 1.0

What do the screens show for `COc1ccc(-c2cc3cccc(OC)c3oc2=O)cc1`?
TEAD-YAP block: 71*; MITF inh: -18; FBW7 act: 0.3; GPR151 activ: -7.4

Results for CCc1cccc2c(=O)c(C(=O)NCc3ccc(OC)cc3)c[nH]c12 ?
TEAD-YAP block: -5; MITF inh: 5; FBW7 act: 1.0; GPR151 activ: -1.2

Results for C=CCOC(=O)C1=C(C)NC(SCC(=O)Nc2nccs2)=C(C#N)C1c1cccs1 (centres undefined) ?
TEAD-YAP block: 10; MITF inh: 5; FBW7 act: 0.2; GPR151 activ: -0.5

How did Cc1ccc([N+](=O)[O-])cc1NS(=O)(=O)c1cc(Cl)ccc1Cl do in these assays?
TEAD-YAP block: 5; MITF inh: -5; FBW7 act: -0.1; GPR151 activ: 1.5

What do the screens show for `COC(=O)Nc1ccc(S(=O)(=O)NCc2ccc3c(c2)OCO3)cc1`?
TEAD-YAP block: 1; MITF inh: -11; FBW7 act: -0.1; GPR151 activ: 0.7

Results for CCOC(=O)c1cnn(C(=O)c2ccc(-n3c(C)ccc3C)cc2)c1N ?
TEAD-YAP block: -12; MITF inh: -8; FBW7 act: -0.2; GPR151 activ: 0.5

What do the screens show for `COC(=O)c1ccc(C2C3=C(CCCC3=O)Nc3ncnn32)cc1` (centres undefined)?
TEAD-YAP block: 4; MITF inh: -1; FBW7 act: -0.1; GPR151 activ: -0.9

How did C=CCn1c(SCC(=O)Nc2cc(C(=O)OC)cc(C(=O)OC)c2)nc2scc(-c3ccccc3)c2c1=O do in these assays?
TEAD-YAP block: 1; MITF inh: 0; FBW7 act: -0.1; GPR151 activ: 1.3

Results for COc1ccc(NC(=O)CCS(=O)(=O)c2ccc3c(c2)SCC(=O)N3)c(OC)c1 ?
TEAD-YAP block: 5; MITF inh: 18; FBW7 act: 0.3; GPR151 activ: 0.6

What do the screens show for `COc1ccc(S(=O)(=O)NCC2CCCO2)cc1NC(=O)c1ccccc1` (centres undefined)?
TEAD-YAP block: -9; MITF inh: -2; FBW7 act: 0.0; GPR151 activ: -0.8

What do the screens show for `CCCCOC(=O)c1ccc(N2C(=O)c3ccccc3C2=O)cc1`?
TEAD-YAP block: 10; MITF inh: -2; FBW7 act: 0.1; GPR151 activ: -0.6

What do the screens show for `CCN(CC)C(=O)C1CCCN(c2nc(NC3CC3)nc(N(CC)CC)n2)C1` (centres undefined)?
TEAD-YAP block: -5; MITF inh: 3; FBW7 act: 0.1; GPR151 activ: -0.5

Results for COc1ccc(CNC(=O)CN(c2cccc(C)c2)S(=O)(=O)c2ccccc2)cc1 ?
TEAD-YAP block: 1; MITF inh: 2; FBW7 act: 0.0; GPR151 activ: 1.6

How did CCc1noc(C)c1C(=O)NCCc1ccc(OC)c(OC)c1 do in these assays?
TEAD-YAP block: 4; MITF inh: 3; FBW7 act: 0.1; GPR151 activ: -0.9

Results for CCOc1ccc(C2C(C(=O)Nc3ccc(Br)cn3)=C(C)NC3=C2C(=O)CC(C)(C)C3)cc1 (centres undefined) ?
TEAD-YAP block: 1; MITF inh: -6; FBW7 act: 1.2; GPR151 activ: -0.6

What do the screens show for `CN(CC(=O)NC12CC3CC(CC(C3)C1)C2)S(=O)(=O)c1ccc2ccccc2c1`?
TEAD-YAP block: 0; MITF inh: -3; FBW7 act: 0.0; GPR151 activ: 0.2

Results for CC(C)=N/N=c1\scc(-c2ccccc2)n1Cc1ccco1 ?
TEAD-YAP block: 5; MITF inh: 6; FBW7 act: -0.1; GPR151 activ: -0.8

What do the screens show for `O=C(N/N=C/c1ccc2c(c1)OCO2)c1ccc(Br)o1`?
TEAD-YAP block: -39; MITF inh: -19; FBW7 act: -0.3; GPR151 activ: 0.1

Results for Cc1cc2nn(-c3ccc(Cl)cc3)nc2cc1NC(=O)c1cccc([N+](=O)[O-])c1 ?
TEAD-YAP block: 2; MITF inh: 23; FBW7 act: 0.2; GPR151 activ: -1.2

How did O=C(CN1CCOCC1)Nc1sc2c(c1C(=O)c1cccc(F)c1)CCC2 do in these assays?
TEAD-YAP block: 8; MITF inh: 19; FBW7 act: 0.2; GPR151 activ: 2.0

Results for Cc1ccc(C(=O)OCC(=O)C(C)(C)C)cc1 ?
TEAD-YAP block: 0; MITF inh: -1; FBW7 act: 0.0; GPR151 activ: -0.8

How did COc1ccc(C(=O)NC2CC2)cc1OC1CCN(C(C)Cc2cc(C)ccn2)CC1 (centres undefined) do in these assays?
TEAD-YAP block: 4; MITF inh: 4; FBW7 act: 0.0; GPR151 activ: -0.1

How did CCCCCC(=O)NC(=S)NNC(=O)c1cccc([N+](=O)[O-])c1 do in these assays?
TEAD-YAP block: -3; MITF inh: 10; FBW7 act: -0.1; GPR151 activ: 1.0

How did O=C(NCC1CCCO1)c1cn(-c2ccccc2)nc1-c1ccccc1 (centres undefined) do in these assays?
TEAD-YAP block: -23; MITF inh: -6; FBW7 act: -0.2; GPR151 activ: 1.1

How did O=C1c2ccccc2NC2(CCCC2)N1O do in these assays?
TEAD-YAP block: 4; MITF inh: -1; FBW7 act: -0.1; GPR151 activ: -0.5

Results for COc1ccccc1NC(=O)c1cc2c(=O)n(C)c3ccccc3c2s1 ?
TEAD-YAP block: -8; MITF inh: -7; FBW7 act: 0.1; GPR151 activ: -0.1

Results for COc1ccccc1/C=C1/SC(=Nc2ccccc2Cl)NC1=O ?
TEAD-YAP block: 11; MITF inh: 17; FBW7 act: 0.1; GPR151 activ: -0.8

What do the screens show for `O=C(NCCOc1ccccc1)c1cc(Cl)ccc1[N+](=O)[O-]`?
TEAD-YAP block: -3; MITF inh: 1; FBW7 act: -0.1; GPR151 activ: 2.5

Results for O=C(Nc1ccccc1Cl)C1c2ccccc2Oc2ccccc21 ?
TEAD-YAP block: 0; MITF inh: -3; FBW7 act: 0.2; GPR151 activ: 1.4

What do the screens show for `CC(C)(C)OC(=O)C(C(=O)OC(C)(C)C)c1ccc2nnnn2n1`?
TEAD-YAP block: 6; MITF inh: 4; FBW7 act: 0.1; GPR151 activ: -1.3

What do the screens show for `Cc1cc(NC(=O)COC(=O)CC2CCCCC2)no1`?
TEAD-YAP block: -3; MITF inh: 16; FBW7 act: 0.2; GPR151 activ: 5.0*

How did COc1cccc(Nc2cc(N3CCN(C)CC3)c3noc4c3c2C(=O)c2ccccc2-4)c1 do in these assays?
TEAD-YAP block: 9; MITF inh: 26; FBW7 act: -0.3; GPR151 activ: 0.4

Results for COc1ccc(C(=O)NCCC(=O)NCc2ccc(C)cc2)cc1OC ?
TEAD-YAP block: 4; MITF inh: 4; FBW7 act: 0.1; GPR151 activ: -0.9

How did CCC1CN(Cc2ccoc2)Cc2cc(OC)ccc2O1 (centres undefined) do in these assays?
TEAD-YAP block: 0; MITF inh: -5; FBW7 act: -0.2; GPR151 activ: 0.0

What do the screens show for `O=C(CSc1n[nH]c(COc2ccc(Cl)cc2)n1)Nc1cc([N+](=O)[O-])ccc1F`?
TEAD-YAP block: -2; MITF inh: 2; FBW7 act: -0.1; GPR151 activ: 0.9

How did O=C(CN(Cc1ccccc1)C(=O)c1csnn1)NCc1ccc2c(c1)OCO2 do in these assays?
TEAD-YAP block: 0; MITF inh: -11; FBW7 act: 0.3; GPR151 activ: -0.2

How did Cc1cccc(/C(N)=N/OC(=O)c2ccc(C)c([N+](=O)[O-])c2)c1 do in these assays?
TEAD-YAP block: -28; MITF inh: 7; FBW7 act: -0.1; GPR151 activ: -0.6

What do the screens show for `COc1cccc2c(=O)n(CC(=O)NCc3ccc4c(c3)OCO4)ccc12`?
TEAD-YAP block: -7; MITF inh: -5; FBW7 act: 0.0; GPR151 activ: -0.6

How did CCOC(=O)/C(C#N)=C/c1cc(C)n(C2CC2)c1C do in these assays?
TEAD-YAP block: -15; MITF inh: 11; FBW7 act: 0.0; GPR151 activ: 2.2

What do the screens show for `CC(/C=C/c1cccc(Oc2ccc(F)cc2)c1)N(O)C(N)=O` (centres undefined)?
TEAD-YAP block: -3; MITF inh: 8&-7; FBW7 act: 0.0&0.1; GPR151 activ: 0.6&-0.9

What do the screens show for `O=C1CSC2(C(=O)Nc3ccccc32)N1c1ccc(Cl)c(Cl)c1` (centres undefined)?
TEAD-YAP block: 9; MITF inh: 9; FBW7 act: -0.5; GPR151 activ: -0.6

What do the screens show for `COC(=O)[C@@H]1C[C@@H](NC(=O)C2Cc3ccccc3CN2C)CN1C/C=C/c1ccccc1` (some centres undefined)?
TEAD-YAP block: 10; MITF inh: 6; FBW7 act: 0.2; GPR151 activ: -1.2

How did CCN(Cc1ccco1)C(=O)Cn1c(=O)n(C)c2ncccc21 do in these assays?
TEAD-YAP block: -5; MITF inh: 11; FBW7 act: 0.1; GPR151 activ: -1.4

How did O=C1c2ccccc2C(=O)N1CCSc1nnc(SCCN2C(=O)c3ccccc3C2=O)s1 do in these assays?
TEAD-YAP block: -1; MITF inh: 2; FBW7 act: -0.1; GPR151 activ: 0.8

How did O=[N+]([O-])c1ccccc1OCCN1CCCCC1 do in these assays?
TEAD-YAP block: 2; MITF inh: -5; FBW7 act: -0.3; GPR151 activ: -0.4

How did CC1CCCCC1NC(=O)CSc1nnc(-c2ccccc2)n1N (centres undefined) do in these assays?
TEAD-YAP block: 0; MITF inh: 6; FBW7 act: 0.1; GPR151 activ: -0.3

What do the screens show for `Cc1nn(CC(=O)c2cccc(Cl)c2)c(C)c1[N+](=O)[O-]`?
TEAD-YAP block: -4; MITF inh: 11; FBW7 act: 0.6; GPR151 activ: -1.4

Results for COc1cc(NC(=O)Cc2c(C(=O)O)n(C)c3ccc(C)cc23)cc(OC)c1OC ?
TEAD-YAP block: -11; MITF inh: 13; FBW7 act: 1.0; GPR151 activ: 0.4

How did COc1cc(CO)cc(I)c1OCC(=O)Nc1ccccc1 do in these assays?
TEAD-YAP block: 5; MITF inh: -9; FBW7 act: 0.1; GPR151 activ: -2.1

How did O=C(CCc1nnc(Cc2ccc(-c3ccccc3)cc2)o1)NC1CCCC1 do in these assays?
TEAD-YAP block: -56; MITF inh: -14; FBW7 act: 0.0; GPR151 activ: -0.1

Results for COc1ccc(NC(=O)CN2CCN(S(=O)(=O)c3cccc([N+](=O)[O-])c3)CC2)cc1Cl ?
TEAD-YAP block: 22; MITF inh: 22; FBW7 act: 0.1; GPR151 activ: -0.8

How did COc1cc(C#N)cc(Cl)c1OC(C)=O do in these assays?
TEAD-YAP block: 3; MITF inh: 7; FBW7 act: 0.0; GPR151 activ: -0.4

Results for CSc1ccccc1C(=O)NCC1CCC2(CCN(Cc3ccccn3)CC2)O1 (centres undefined) ?
TEAD-YAP block: -6; MITF inh: -6; FBW7 act: -0.1; GPR151 activ: 0.1

How did CC1=C(C(=O)OCc2ccccc2)C(c2ccc([N+](=O)[O-])cc2)C2=C(CCCC2=O)N1 (centres undefined) do in these assays?
TEAD-YAP block: 2; MITF inh: -3; FBW7 act: -0.3; GPR151 activ: 0.2

Among those listed so far, seven have an aryl thioether with sulfur outside any ring:
What do the screens show for `CC(=O)c1cccc(NC(=O)CSc2n[nH]c(=O)n2C2CC2)c1`?
TEAD-YAP block: -1; MITF inh: 10; FBW7 act: 0.0; GPR151 activ: 3.6

How did Cc1ccc(CNC(=O)CSc2ccsc2[N+](=O)[O-])cc1 do in these assays?
TEAD-YAP block: -67; MITF inh: -2; FBW7 act: -0.1; GPR151 activ: -0.3

How did C=CCn1c(SCC(=O)Nc2cc(C(=O)OC)cc(C(=O)OC)c2)nc2scc(-c3ccccc3)c2c1=O do in these assays?
TEAD-YAP block: 1; MITF inh: 0; FBW7 act: -0.1; GPR151 activ: 1.3

What do the screens show for `O=C(CSc1n[nH]c(COc2ccc(Cl)cc2)n1)Nc1cc([N+](=O)[O-])ccc1F`?
TEAD-YAP block: -2; MITF inh: 2; FBW7 act: -0.1; GPR151 activ: 0.9

How did O=C1c2ccccc2C(=O)N1CCSc1nnc(SCCN2C(=O)c3ccccc3C2=O)s1 do in these assays?
TEAD-YAP block: -1; MITF inh: 2; FBW7 act: -0.1; GPR151 activ: 0.8

How did CC1CCCCC1NC(=O)CSc1nnc(-c2ccccc2)n1N (centres undefined) do in these assays?
TEAD-YAP block: 0; MITF inh: 6; FBW7 act: 0.1; GPR151 activ: -0.3

Results for CSc1ccccc1C(=O)NCC1CCC2(CCN(Cc3ccccn3)CC2)O1 (centres undefined) ?
TEAD-YAP block: -6; MITF inh: -6; FBW7 act: -0.1; GPR151 activ: 0.1

Source: PubChem
